Source: PubChem (NCI)
All columns: NCI-60 one-dose screen, growth in % after 48 h at 10 µM unless noted; 100 = growth as untreated, 0 = no growth, -100 = all killed.
MCF7 – MCF7 breast cancer | actives 6.3% (n = 82,000) | AID 1794796
UACC-62 – UACC-62 melanoma; actives 5.4% (n = 81,000); AID 1794756
BT-549 – BT-549 breast cancer | actives 4.4% (n = 78,000) | AID 1794793
LOX IMVI – LOX IMVI melanoma. actives 7.4% (n = 79,000)
UACC-257 – UACC-257 melanoma; actives 4.4% (n = 78,000)
MALME-3M – MALME-3M melanoma; actives 5.8% (n = 78,000); AID 1794766
HS 578T – HS 578T breast cancer; actives 4.1% (n = 78,000); AID 1794788
T-47D – T-47D breast cancer | actives 5% (n = 79,000) | AID 1794792
* = called active by the depositor; · = not tested or not shown. Rule for the calls: active = growth percent below 10; inactive = the rest.

SMILES	MCF7	UACC-62	BT-549	LOX IMVI	UACC-257	MALME-3M	HS 578T	T-47D
CN(Cc1ccc([N+](=O)[O-])cc1)c1ccccc1	96	76	85	98	108	·	107	103
CCCCCCCCCC[C@@H](C)[C@@H]1CC(=O)N[C@H]([C@@H](C)O)C(=O)N[C@@H](C)C(=O)N[C@H](C)C(=O)N[C@@H](CCC(N)=O)C(=O)N[C@H](Cc2ccc(O)cc2)C(=O)N[C@@H](C(C)CC)C(=O)O1 (stereo partly specified)	39	92	72	71	·	66	89	28
COC(=O)CCc1c(/C=C2\N=C(c3ccc[nH]3)C=C2OC)[nH]c(C)c1C(=O)OCc1ccccc1	7.6*	-29*	1.8*	-53*	9.7*	-5.7*	-15*	-2.4*
COc1ccc(C(=O)NCCc2ccc(OC)c(OC)c2)cc1O	102	95	116	102	101	87	116	91
COC1=C(OC)C(=O)C(SC/C=C(\C)CCCC(C)CCCC(C)CCCC(C)C)=CC1=O (stereo unspecified)	4.9*	27	·	17	14	5.2*	64	12
c1ccc(CCc2ccncc2)nc1	95	115	102	98	90	102	107	103
CC(C)C(=O)OC(c1cc2c(cc1Br)OCO2)C(C)Br (stereo unspecified)	99	97	104	93	·	92	101	107
Nc1nc2c(c(=O)[nH]1)C(c1ccc(F)cc1)C=C(C(=O)O)N2 (stereo unspecified)	103	115	96	·	102	108	99	104
Oc1ccc(CSc2nnc(-c3cnccn3)n2-c2ccccc2)c2cccnc12	2.9*	2.6*	42	16	17	43	29	7.4*
CN1/C(=C\C=C\C2=[N+](C)c3ccccc3C2(C)C)C(C)(C)c2ccccc21	-2.5*	-77*	-18*	0.5*	-40*	-9.7*	23	-9.2*
CCC1CCCCCC1=O (stereo unspecified)	91	102	104	100	89	96	95	95
COc1cccc(NC(=O)Nc2ccc(-c3ccc(OC)c(OC)c3)nc2C)c1	90	94	87	93	97	93	99	81
CC(C)(C)OC(=O)NC(CCCNC(=O)OCc1ccccc1)C(=O)O (stereo unspecified)	95	100	105	100	103	114	111	95
O=C(NCc1ccc(N2CCCC2=O)cc1)c1ccc2noc(-c3ccccc3)c2c1	69	63	53	63	50	79	110	47
COc1cc(N=Nc2cccc(S(=O)(=O)O)c2)ccc1NC(=O)Nc1ccc(N=Nc2ccc(O)c(C(=O)O)c2)cc1	100	104	109	98	111	70	111	107
CO[C@@]12C=C[C@@]34CCC(=O)N3c3ccccc3[C@@H](O1)C4C2	98	95	105	97	101	98	95	96
Cc1nc2sccn2c1-c1nc2sccn2c1C=O	69	95	101	98	95	101	99	100
COc1ccc(-c2cc(-c3ccccc3)c(-c3ccccc3)nn2)cc1	92	87	90	93	91	·	117	74
COc1c2c(cc3occc13)O/C(=C\c1ccc(Cl)cc1)C2=O	89	103	115	82	76	101	114	114
COC(=O)C1=C(C(C)=O)C(c2cccc(Cl)c2)c2c(nc(C)[nH]c2=O)O1 (stereo unspecified)	93	94	·	107	106	100	89	116
C=C(C)Cc1cc(C)ccc1O	100	112	106	95	100	108	135	103
Oc1[nH]c2ccccc2c1/C=c1/ccc2c(c1)N=C(c1cc(F)cc(F)c1)N=2	25	58	40	52	99	101	69	40
CCOc1ccccc1C(=O)N1CCN(c2cc(Cl)cc(Cl)c2)CC1	15	19	-13*	18	51	45	41	49
CCOC(=O)C(C)OC(=O)C(C)O (stereo unspecified)	88	101	103	93	95	116	110	106
N#Cc1c(Nc2ccccc2)nn2c(-c3cccs3)ccnc12	91	96	96	120	106	115	105	87
O=C(OC[C@H]1O[C@H](OC(=O)c2cc(O)c(O)c(OC(=O)c3cc(O)c(O)c(O)c3)c2)[C@H](OC(=O)c2cc(O)c(O)c(OC(=O)c3cc(O)c(O)c(O)c3)c2)[C@@H](OC(=O)c2cc(O)c(O)c(OC(=O)c3cc(O)c(O)c(O)c3)c2)[C@@H]1OC(=O)c1cc(O)c(O)c(OC(=O)c2cc(O)c(O)c(O)c2)c1)c1cc(O)c(O)c(OC(=O)c2cc(O)c(O)c(O)c2)c1	·	11	47	7.2*	60	49	66	33
COc1cc(C2CC(c3cc(OC)c(OC)c(OC)c3)=NN2C=O)ccc1OS(=O)(=O)c1ccc(C)cc1 (stereo unspecified)	100	87	98	94	91	101	96	78
O=C(CCCCCCc1nc2ccc(Br)cc2[nH]1)NO	1.8*	-80*	16	-99*	-11*	-6.3*	33	-32*
O=[N+]([O-])c1cnc(Nc2ccc(N3CCOCC3)nc2)nc1Oc1ccc(C(F)(F)F)cc1	72	101	103	89	105	99	86	63
COC(=O)/C(=C\c1ccc(OC)cc1)C(=O)N1c2ccccc2Sc2ccccc21	27	19	-46*	51	65	33	56	48
C=CCCCCCCCCC1OCC(C)O1 (stereo unspecified)	101	·	97	97	90	96	103	85
COc1ccc(C(=O)c2sc3nc(-c4ccncc4)ccc3c2N)cc1OC	83	105	62	86	111	78	87	42
CCOC(=O)C1=NC(Cc2ccccc2)C(=O)N(c2ccccc2)N1 (stereo unspecified)	94	96	96	111	109	104	111	103
CCCCc1ccc(NC(=O)C(F)(F)F)cc1	108	100	88	95	110	140	·	87
Cc1[nH]c(C2CC(c3ccc(C(F)(F)F)c(F)c3)=NN2c2ccc(Cl)cc2)c(C)c1C(=O)O (stereo unspecified)	64	84	91	91	100	93	84	85
NS(=O)(=O)c1ccc(Nc2nc(Nc3ccccc3)nc3nnc(SCC(=O)NC4CCCCC4)n23)cc1	100	92	104	101	104	101	102	104
NS(=O)(=O)c1ccc(Nc2nc(SCc3ccccc3)nc3ccccc23)cc1	54	70	67	52	93	82	62	25
O=C1Cc2cc(-c3ccc4ncnc(N5CCc6cc(F)c(Cl)cc65)c4c3)cnc2N1	75	100	90	87	99	102	67	73
CCCC(CC)N(c1ccc(Cl)cc1)c1nc(-c2ccc(Br)cc2)cs1 (stereo unspecified)	·	83	117	83	92	92	80	52
NCCC[C@H](N)CC(=O)NC1CNC(=O)[C@H]([C@H]2C[C@H](O)N=C(N)N2)NC(=O)/C(=C/NC(N)=O)NC(=O)[C@H](CO)NC(=O)[C@H](CO)NC1=O (stereo partly specified)	108	101	105	99	102	112	110	117
Cc1[nH]c(C2CC(c3ccccc3)=NN2C)c(C)c1C(=O)O (stereo unspecified)	96	97	97	98	103	101	91	96
Nc1cccc2c1CN(C1CCC(=O)NC1=O)C2=O (stereo unspecified)	94	114	105	100	·	119	112	97
C(=C1c2ccccc2-c2ccccc21)c1ccccn1	38	53	59	57	91	·	65	64
CC(=C1C(=O)NC(=S)NC1=O)c1cc2ccccc2o1	91	96	110	98	115	·	103	112
Cc1nc2c(cnn2-c2ccccc2)c(=O)n1-c1ccc(NC(=O)c2ccc(F)cc2)cc1	36	63	46	62	32	68	79	18
S=C1CC(=S)NC(=S)N1	94	100	110	95	105	121	101	·
CN(C)/C=C1\CC2C(=O)N(Cc3ccc(Cl)cc3Cl)C(N(C)C)N2C1=O (stereo unspecified)	95	95	85	96	90	104	106	94
CCCN=C(N)Nc1ccc2cc3ccc(NC(N)=NCCC)cc3nc2c1	95	99	105	93	85	94	114	101
O=C(Sc1n[nH]c(=O)[nH]c1=O)c1ccccc1	105	100	107	94	97	·	100	112
C=CCN1C(=O)/C(=C/c2cccs2)SC1=Nc1ccc(Cl)c(Cl)c1	81	75	94	94	109	117	108	89
COc1ccc(C2C(C#N)=C(N)Oc3c2c(C)nn3-c2ccc(Cl)cc2)cc1 (stereo unspecified)	100	94	104	98	100	102	103	96
O=c1[nH][nH]c(Nc2ccccc2)c1N=Nc1ccc(Cl)cc1	23	108	·	112	112	110	100	57
CCOC(=O)n1cc(-c2nonc2-c2cn(C)c3ncccc23)c2cc(Br)ccc21	80	82	89	95	103	90	89	76
Cc1nc(/N=C(/N)N(C)C)[nH]c(=O)c1C	103	110	·	·	98	110	107	97
O=[N+]([O-])c1ccc(NN=C2CCCCC2)c([N+](=O)[O-])c1	86	46	78	57	92	115	117	78
COCOc1ccc2c(=O)c(C)c(C(=O)N[C@@H](Cc3ccccc3)C(=O)C(=O)NCc3ccccc3)oc2c1	92	70	96	92	103	117	126	100
O=C(C[n+]1ccnc2ccccc21)c1ccc2ccccc2c1	91	101	99	110	117	95	100	91
Cn1cc(-c2cc(N)n3nc(-c4cn(C)c5ccccc45)cc3n2)c2cc(Br)ccc21	-74*	-60*	38	-85*	-71*	-73*	-7.4*	-38*
COc1ccc(S(=O)(=O)NC2c3ccccc3CC2O)cc1OC (stereo unspecified)	97	96	112	102	111	110	99	105
COc1ccccc1-n1cc(C#N)c(N)c1C(=O)c1ccc(Cl)cc1Cl	16	27	31	39	53	38	-2.9*	29

Ordered by count of non-hydrogen atoms (smallest number first): part of the list above.
SMILES	MCF7	UACC-62	BT-549	LOX IMVI	UACC-257	MALME-3M	HS 578T	T-47D
S=C1CC(=S)NC(=S)N1	94	100	110	95	105	121	101	·
Cc1nc(/N=C(/N)N(C)C)[nH]c(=O)c1C	103	110	·	·	98	110	107	97
O=C(Sc1n[nH]c(=O)[nH]c1=O)c1ccccc1	105	100	107	94	97	·	100	112
Nc1cccc2c1CN(C1CCC(=O)NC1=O)C2=O (stereo unspecified)	94	114	105	100	·	119	112	97
C(=C1c2ccccc2-c2ccccc21)c1ccccn1	38	53	59	57	91	·	65	64
O=c1[nH][nH]c(Nc2ccccc2)c1N=Nc1ccc(Cl)cc1	23	108	·	112	112	110	100	57
O=C(C[n+]1ccnc2ccccc21)c1ccc2ccccc2c1	91	101	99	110	117	95	100	91
C=CCN1C(=O)/C(=C/c2cccs2)SC1=Nc1ccc(Cl)c(Cl)c1	81	75	94	94	109	117	108	89
COc1ccccc1-n1cc(C#N)c(N)c1C(=O)c1ccc(Cl)cc1Cl	16	27	31	39	53	38	-2.9*	29
CCCN=C(N)Nc1ccc2cc3ccc(NC(N)=NCCC)cc3nc2c1	95	99	105	93	85	94	114	101
CCOC(=O)n1cc(-c2nonc2-c2cn(C)c3ncccc23)c2cc(Br)ccc21	80	82	89	95	103	90	89	76
Cn1cc(-c2cc(N)n3nc(-c4cn(C)c5ccccc45)cc3n2)c2cc(Br)ccc21	-74*	-60*	38	-85*	-71*	-73*	-7.4*	-38*
Cc1nc2c(cnn2-c2ccccc2)c(=O)n1-c1ccc(NC(=O)c2ccc(F)cc2)cc1	36	63	46	62	32	68	79	18
COCOc1ccc2c(=O)c(C)c(C(=O)N[C@@H](Cc3ccccc3)C(=O)C(=O)NCc3ccccc3)oc2c1	92	70	96	92	103	117	126	100

Looked up above.
For T-47D, Cc1nc(/N=C(/N)N(C)C)[nH]c(=O)c1C is listed with 97
For BT-549, S=C1CC(=S)NC(=S)N1 is listed with 110

Remaining list, next part:
SMILES	MCF7	UACC-62	BT-549	LOX IMVI	UACC-257	MALME-3M	HS 578T	T-47D
CC12CCC3C(CCC4CC(=O)/C(=C\O)CC43C)C1CCC(=O)O2 (stereo unspecified)	102	109	112	·	115	124	·	117
COc1ccccc1/C=N\N=C\c1ccccc1O	79	91	80	83	110	98	99	72
Clc1ccc(-c2cnc3c(-c4ccnc(N5CCNCC5)c4)cnn3c2)cc1	-63*	-67*	78	-81*	-60*	-38*	-32*	-56*
CC(=O)Nc1n[nH]c(=S)s1	93	82	·	97	69	78	104	124
CCOC(=O)CSc1ncnc2c1c(-c1ccccc1)cn2C1CCCCC1	97	80	94	98	82	93	96	87
CCc1ccc2c(c1)C(=O)c1ccccc1C2=O	101	101	104	100	104	189	115	109
c1cncc(C2SCCCS2)c1	92	107	156	94	90	95	103	99
N#Cc1c(-c2cccs2)nc(NCCO)[nH]c1=O	88	104	96	106	106	91	105	89
COc1ccc(/C=C/c2nc(N3CCOCC3)c3cc(F)c(F)cc3n2)cc1OC	16	41	33	36	20	42	70	6.3*
Cc1ccc(Nc2nc(N)nc(Nc3ccc4ccccc4c3)n2)cc1	30	18	48	38	54	84	47	36
O=C1OC(c2c[nH]c3ccccc23)=C(Cl)C1Cl (stereo unspecified)	93	94	83	96	107	91	108	99
